SRC3 TRFRET art: TR-FRET artefact, counter-screen to PPARgamma/SRC-3 agonist assay; PPARgamma/SRC-3 format; stronger effect = higher value; TR-FRET ratio at 8 µM; actives 0.39% (n = 99,000); in the data active = TR-FRET ratio above about 2000; note: inactives centre near 1600; reference of the scale not given here
SRC1 TRFRET art: flags TR-FRET format artefacts in PPARgamma SRC-1 recruitment agonist screen | TR-FRET detection artefact counter-screen, emission ratio; stronger effect = higher value | TR-FRET ratio at 8 µM | actives 0.34% (n = 99,000) | AID 1051; in the data active = TR-FRET ratio above about 2300; note: inactives centre near 1800; reference of the scale not given here
The depositor's hits bear a star.

SMILES	SRC3 TRFRET art	SRC1 TRFRET art
CCOC(=O)c1c(NC(=O)CSc2ncccn2)sc2c1CCN(Cc1ccccc1)C2	1326	1581
COc1cc(CNc2ccc(N3CCN(C(C)=O)CC3)cc2)ccc1OCc1ccc(F)cc1	1619	1943
CCOc1ccc(N2C(=O)Nc3ccccc3C2(O)C(=O)NCc2ccc(F)cc2)cc1 (centres undefined)	1413	1735
CC1CN(S(=O)(=O)c2ccc(C(=O)Nc3ccc(S(=O)(=O)Nc4ncccn4)cc3)cc2)CC(C)O1 (centres undefined)	1574	1665
COc1cc(C=O)c(Cl)cc1OCC(N)=O	1523	1761
CS(=O)(=O)N(CC(=O)N1CCCCC1)c1cccc(F)c1	1284	1693
O=Cc1cccn1Cc1ccccc1[N+](=O)[O-]	1637	1908
CCCCNS(=O)(=O)c1ccc2nc(SCC(=O)Nc3ccccc3)[nH]c2c1	1497	1698
CSCCC(NS(=O)(=O)c1ccc(Cl)c(Cl)c1)C(=O)O (centres undefined)	1485	1660
CCC1SC(CC)C(=O)N(CC(=O)NCc2ccc(F)cc2)C1=O (centres undefined)	1659	1986
Cc1cc(C)n2nc(S(=O)(=O)Nc3c(Cl)cccc3Cl)nc2n1	1568	1777
CCOC(=O)[C@H]1NN=C(C(=O)OC)[C@@H]1c1ccccc1	1562	1826
Cc1ccc(C(=O)NCCOc2cccc3cccnc23)cc1Cl	1657	1899
CCCCCN(C(=O)CN1CCC(Cc2ccccc2)CC1)c1c(N)n(CCCC)c(=O)[nH]c1=O	1592	1654
CCOc1ccccc1-n1c(=O)c2ccccc2c2ccccc2c1=O	1693	1758
CC(C)NC(=S)NCc1cccs1	1796	1744
O=C(CCCCCNC(=O)c1ccccc1Cl)N/N=C/c1ccco1	1515	1591
COCCn1c(=NC(=O)c2cc(-c3cccs3)nc3ccccc23)sc2cc(S(N)(=O)=O)ccc21	1939	1979
FC(F)(F)c1cccc(Nc2ncnc3ccccc23)c1	1552	1942
COc1cc(/C=C/C(=O)O)ccc1S(=O)(=O)N1CCCc2ccccc21	1304	1786
Cc1ccc(-c2ccc(C(=O)Nc3cccc(F)c3)o2)c2ccccc12	1592	1465
CCCCCC(=O)N1CCN(c2ccc(C(C)=O)cc2F)CC1	1483	1612
CCOC(=O)c1ccc(S(=O)(=O)N2CCN(C(=O)CSc3nc4ccccc4o3)CC2)cc1	1505	1638
O=S(=O)(Nc1ccc(N=Nc2ccc(O)c3ccccc23)cc1)c1ccccc1	1621	2064
COc1ccc(C(=O)NC(=S)N2CCN(C)CC2)cc1Br	1712	1804
O=C(O)CCn1c(CO)nc2ccccc21	1665	2061
Cc1ccc(C)c(NC(=O)COC(=O)CCCN=C2NS(=O)(=O)c3ccccc32)c1	1610	1982
O=C(c1cccc(Oc2c(Cl)cccc2[N+](=O)[O-])c1)N1CCCCC1	1457	1713
Cc1onc(-c2ccccc2)c1-c1ccc(S(N)(=O)=O)cc1	1652	1682
CC(=O)Nc1ccc(-c2csc(Nc3ccc(S(N)(=O)=O)cc3)n2)cc1	1580	1953
COc1ccc(NC(=O)NNC(=O)CCC(=O)Nc2ccccc2Cl)cc1	1501	1713
CC(C)NC(=O)CC(=O)N/N=C/c1cccs1	1431	1614
CC(C)(C)c1ccc(CN2C(=O)CSC2=O)cc1	1626	1984
COC(=O)C1(S(=O)(=O)c2cccc3nsnc23)CC1	1773	1903
COc1ccc(Nc2nccc(N(C)C)c2C#N)cc1	1643	1664
O=C(N/N=C/c1coc2ccccc2c1=O)c1cc(O)cc(O)c1	1519	1706
CCn1cc(C(C)NC(=O)Nc2ccccc2C(=O)OC)c(C)n1 (centres undefined)	1454	1837
NS(=O)(=O)c1cccc(NC(=O)COC(=O)COc2ccc3ccccc3c2)c1	1414	1673
c1ccc(C2=NN(c3ccccc3)C(c3ccco3)C2)cc1 (centres undefined)	1788	2059
COc1ccc(NC(=O)c2cc3nc(-c4ccccc4)cc(C)n3n2)cc1OC	1576	1581
COc1ccc(CCC2(C)NC(=O)NC2=O)cc1 (centres undefined)	1379	1536
Cc1nc(N2CCC(C(N)=O)CC2)c2c(-c3cccs3)csc2n1	1620	1973
COc1ccc(NC(=O)c2ccc(-n3c(C)ccc3C)cc2)c(OC)c1	1822	1964
Cc1cc(C)nc(SCC(=O)NN)n1	1465	1923
CC1=NN(C(=O)CSCc2ccccc2)C(O)(c2ccc(Cl)cc2)C1 (centres undefined)	1583	1875
O=C(NC1CCCC1)c1cc(Cl)ccc1[N+](=O)[O-]	1647	1805
NC(=O)C1CCN(CC(=O)NC2CCCc3ccccc32)CC1 (centres undefined)	1458	1722
CC(C)c1ccc(NC(=S)NC2CCN(Cc3ccccc3)CC2)cc1	1649	2023
CCC(=O)OCC(=O)Nc1cc([N+](=O)[O-])ccc1OC	1388	1819
CCO[C@H]1OC(C(=O)NCc2ccccc2)=C[C@@H](C2CCCCC2)[C@@H]1CCCO	1455	1549

Record cards, from the list above. Values in the order: SRC3 TRFRET art, SRC1 TRFRET art
Record of NC(=O)C1CCN(CC(=O)NC2CCCc3ccccc32)CC1 (centres undefined) → 1458, 1722
Record of CCO[C@H]1OC(C(=O)NCc2ccccc2)=C[C@@H](C2CCCCC2)[C@@H]1CCCO → 1455, 1549
Record of COc1ccc(NC(=O)c2ccc(-n3c(C)ccc3C)cc2)c(OC)c1 → 1822, 1964
Record of Cc1cc(C)nc(SCC(=O)NN)n1 → 1465, 1923
Record of O=C(NC1CCCC1)c1cc(Cl)ccc1[N+](=O)[O-] → 1647, 1805

Further structures:
SMILES	SRC3 TRFRET art	SRC1 TRFRET art
CCOC(=O)c1cccc(-c2ccc(C=O)o2)c1	1586	2076
O=C(Cn1nnc2ccccc21)Nc1ccc(Cl)cn1	1508	1777
Cc1cccc2c(C(=O)Nc3ccc(Br)cc3)cc(-c3ccccn3)nc12	1441	1623
O=[N+]([O-])c1ccc(N2CCOCC2)c(S(=O)(=O)N2CCOCC2)c1	1749	1931
Cc1ccc(Oc2cc([N+](=O)[O-])cc3c2C(=O)Nc2ccccc2O3)cc1	1629	1821
Cc1ccc(S(=O)(=O)N2CCN(C(=O)/C=C/c3ccco3)CC2)cc1	1438	1861
COc1cccc(C2C=C(c3ccc(Br)s3)Nc3ncnn32)c1OC (centres undefined)	2570*	3079*
CC(=O)Nc1ccc(-c2csc(Nc3ccc(Cl)cn3)n2)cc1	1568	2103
COc1ccc(-n2nc3c(N)n[nH]c3cc2=O)cc1	1621	1856
COc1ccc(CC(=O)NC2CCCc3ccccc32)cc1 (centres undefined)	1394	1745
CCOC(=O)C1(Cc2ccc(OC)cc2)CCN(C(=O)c2cccc3nccnc23)CC1	1279	1877
Cc1cccn2cc(COc3ccc(-c4ccccc4)cc3)nc12	1520	1846
Cc1cccc(C2c3[nH]c4ccccc4c3CCN2C(=O)c2nn(C)c(=O)c3ccccc23)n1 (centres undefined)	1297	1583
COc1ccc(CC(=O)OCC(=O)c2ccc(OC)cc2)cc1	1670	1956
COc1cc(NS(=O)(=O)c2ccc(NC(=O)CN3C(=O)c4ccccc4C3=O)cc2)nc(OC)n1	1665	1636
COc1ccc(O[C@H]2C=C[C@@H](c3ccccc3)O[C@@H]2COC(=O)CC/C(C)=N/O[C@@H](C)CN2CCCCc3nc(C)c(C)cc32)cc1	1566	1731
O=C1N/C(=N/O)S/C1=C\c1ccccc1-n1cccn1	1708	1700
O=C(Nc1nnc(SCc2c(Cl)cccc2Cl)s1)C1CC(=O)N(c2ccc3c(c2)OCCO3)C1 (centres undefined)	1480	1712
c1ccc(OCc2nn3c(-c4cccnc4)nnc3s2)cc1	1628	1900
S=C(NCc1ccc(Cl)cc1)Nc1ccccc1Cl	1786	1902

Entries shown so far that have bromine (3):
SMILES	SRC3 TRFRET art	SRC1 TRFRET art
COc1ccc(C(=O)NC(=S)N2CCN(C)CC2)cc1Br	1712	1804
Cc1cccc2c(C(=O)Nc3ccc(Br)cc3)cc(-c3ccccn3)nc12	1441	1623
COc1cccc(C2C=C(c3ccc(Br)s3)Nc3ncnn32)c1OC (centres undefined)	2570*	3079*

Remaining list, next part
SMILES	SRC3 TRFRET art	SRC1 TRFRET art
COC(=O)COc1cc2ccccc2cc1C(=O)Nc1ccccc1	1581	1871
CN(C(=O)COC(=O)c1n[nH]c2ccccc12)c1ccccc1	1377	1828
Cc1nn(C)cc1/C=C/C(=O)c1ccc(O)cc1	1431	1648
COC(=O)c1ccc(N2CN=C(c3ccc(C)cc3)NC2=S)cc1	1617	1876
Clc1ccc(CNCc2cccs2)c(Cl)c1	1536	1826
Cc1c(C(=O)NCc2ccc3c(c2)OCO3)oc2ccc(S(=O)(=O)N3CCCCCC3)cc12	1797	1648
COc1cc2c(cc1NC(=O)COC(=O)CNC(=O)c1ccccc1)oc1ccccc12	1454	2021
COc1cnc(-c2ccccn2)nc1Sc1ccc(F)cc1	1446	1855
COc1ccc(C2SCCN2C(=S)Nc2ccc(F)cc2)cc1 (centres undefined)	1534	1781
Cc1cc(OC(=O)C2CC2)c([N+](=O)[O-])c(=O)[nH]1	1532	1836
CCNC(=S)N/N=C/c1ccc(C#N)cc1	1319	1912
Cc1ccc2c(c1)S/C(=C/c1ccc[n+](CCO)c1)N2C	1571	1811
CC(=O)Nc1ccc(Nc2ccc(S(=O)(=O)C(F)(F)F)cc2[N+](=O)[O-])cc1	1848	1797
Cc1cccc(C)c1NC(=O)CSc1nnc(C)n1CC1CCCO1 (centres undefined)	1589	1719
O=C(c1ccc(F)cc1)N(c1ccccn1)C1CCCCC1	1621	1930
CC(C)=CC(=O)OCC(=O)Nc1cc(C)cc(C)c1	1668	1726
CC(C)=CCN1CCN(Cc2ccc(C)s2)CC1CCO (centres undefined)	1292	1721
Cc1cc(C)c2c(NC(=O)CCl)nn(C)c2n1	1625	1835
O=C(NNC(=S)Nc1ccc(Cl)cc1)c1cccs1	1590	1476
COc1cccc(/C=C(\CC(=O)O)c2nc3ccccc3s2)c1	1634	1781
CNC(=O)CNC(=O)Nc1ccc(C)cc1	1463	1725
CCn1cc(/C=C/C(=O)Nc2c(C)nn(Cc3ccccc3)c2C)cn1	1492	1900
COc1ccc([N+](=O)[O-])cc1NC(=O)CC(c1ccccc1)c1ccccc1	1654	1966
Cc1ccc(-n2c(C)cc(C(=O)CN3CCCCC3)c2C)cc1	1384	1855
Cc1ccc(NC(=O)COC(=O)Cn2nc(C)c([N+](=O)[O-])c2C)c([N+](=O)[O-])c1	1590	2117
Cc1ccc(-c2nn(-c3ccccc3)cc2/C=C/C(=O)Nc2nccs2)cc1	1553	1670
Cc1cc(C)nc(N2N=C(CSc3ccc(Cl)cc3)CC2=O)n1	1534	1835
CCN(CC)S(=O)(=O)c1ccc(OC)c(NC(=O)C(C)Oc2ccc3c(C)cc(=O)oc3c2)c1 (centres undefined)	1798	2056
COc1ccc(NC(=O)Nc2ccccc2F)cc1Cl	1752	1942
Cc1nn(C(C)C(=O)Nc2ccc3c(c2)OCO3)c(C)c1[N+](=O)[O-] (centres undefined)	1254	1735
COCCNCC(=O)Nc1ccc(OC(F)(F)F)cc1	1524	1513
O=C(NCCN1CCOCC1)C12CC3CC(C1)CC(c1ccccc1)(C3)C2	1538	1532
Cc1ccc(C(=O)NC(NCc2ccco2)C(Cl)(Cl)Cl)cc1 (centres undefined)	1480	1629
S=C(Nc1ccc(Cl)cc1Cl)Nn1cnnc1	1727	1831
O=C(NC1=NCCS1)c1cc(-c2cccnc2)nc2ccccc12	1774	2027
COc1ccc(C(=O)Nc2ccc(S(=O)(=O)NC(C)=O)cc2)cc1[N+](=O)[O-]	1618	1916
CC(=O)c1ccc(N2CCN(C(=O)c3cc4c(s3)CCCC4)CC2)cc1	1576	1856
C#CCOCCOCCOCCNc1nc(N2CCN(C(=O)[C@H]([C@@H](C)O)n3cc(CCCCN)nn3)CC2)nc(N2CCN(C(=O)[C@H](C)n3cc(CCCN=C(N)N)nn3)CC2)n1	1356	1504
Cc1ccnc(N2CCC(C(=O)NCc3ccccc3F)CC2)n1	1498	1703
CC(=O)N1CC[n+]2c(-c3ccc(Cl)cc3)csc21	1728	1955

Fetched by structure from the entries so far (three):
SMILES	SRC3 TRFRET art	SRC1 TRFRET art
CC(C)=CC(=O)OCC(=O)Nc1cc(C)cc(C)c1	1668	1726
c1ccc(C2=NN(c3ccccc3)C(c3ccco3)C2)cc1 (centres undefined)	1788	2059
COc1cc(/C=C/C(=O)O)ccc1S(=O)(=O)N1CCCc2ccccc21	1304	1786

New compounds follow.
SMILES	SRC3 TRFRET art	SRC1 TRFRET art
COc1ccc(OCCSc2nnc3c(Cl)cc(Cl)cn23)cc1	1598	1858
COc1cc(N=c2oc3c(C)ncc(CO)c3cc2C(N)=O)cc(OC)c1OC	1592	1727
CCN1C(=O)/C(=C\C=C2/C=CC=CN2CC)SC1=S	1832	1929
Cc1ccc(S(=O)(=O)N2CCN(C(=O)N(C)C)CC2)cc1	1564	1499
CCC(=O)Nc1nc2ccc(NC(=O)c3cc(OC)c(OC)c(OC)c3)cc2s1	1637	1641
COc1cccc2cc(C(C)N(CCCN3CCOCC3)C(=S)Nc3c(C)cccc3C)oc12 (centres undefined)	1557	1674
CCO[C@@H]1OC(C(=O)NC2CC2)=C[C@H](c2ccc(C(F)(F)F)cc2)[C@H]1CCCO	1584	1790
Cc1ccccc1-n1c(=O)c2ccccc2n(CC(=O)NCc2ccco2)c1=O	1638	1852
O=C(O)c1ccc2nc(-c3ccco3)c(-c3ccco3)nc2c1	1317	1558
CSc1ccc(C(=O)C2CCCN(S(=O)(=O)c3c(C)noc3C)C2)cc1 (centres undefined)	1677	1752
Cc1ccc(-n2c(SCC(=O)N3c4ccccc4Sc4ccccc43)nnc2-c2ccncc2)cc1	1538	1646
O=C(Nc1ccon1)c1ccc(S(=O)(=O)N2CCOCC2)cc1	1575	1807
Cc1cc(C)nc(SCc2ccc(C(=O)N/N=C/c3ccncc3)cc2)n1	1599	2042

Bioassay records deposited in PubChem BioAssay by The Scripps Research Institute Molecular Screening Center.

Not all compounds are listed; rates above refer to the full screens.
